High-throughput results deposited in PubChem BioAssay by several laboratories.
Runt-CBFb FRET: inhibitors of RUNX1 Runt–CBFb binding, primary screen, biochemical, FRET, Cerulean-Runt, Venus-CBFb, uHTS | Runt-related transcription factor 1 (Homo sapiens) + Core-binding factor subunit beta … | Cerulean-Runt/Venus-CBFb FRET ratio 530/480, 1 h | inhibition, % at 20 µM | hit rate 0.46% among 220,000 | AID 1496, 2009;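 active = inhibition over about 50% at 20 µM in the single-dose screen, limit read from the data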;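 note: 0% = DMSO wells and 100% = excess unlabeled CBFb competitor control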
Target sequence (Q01196 whole entry, looked up): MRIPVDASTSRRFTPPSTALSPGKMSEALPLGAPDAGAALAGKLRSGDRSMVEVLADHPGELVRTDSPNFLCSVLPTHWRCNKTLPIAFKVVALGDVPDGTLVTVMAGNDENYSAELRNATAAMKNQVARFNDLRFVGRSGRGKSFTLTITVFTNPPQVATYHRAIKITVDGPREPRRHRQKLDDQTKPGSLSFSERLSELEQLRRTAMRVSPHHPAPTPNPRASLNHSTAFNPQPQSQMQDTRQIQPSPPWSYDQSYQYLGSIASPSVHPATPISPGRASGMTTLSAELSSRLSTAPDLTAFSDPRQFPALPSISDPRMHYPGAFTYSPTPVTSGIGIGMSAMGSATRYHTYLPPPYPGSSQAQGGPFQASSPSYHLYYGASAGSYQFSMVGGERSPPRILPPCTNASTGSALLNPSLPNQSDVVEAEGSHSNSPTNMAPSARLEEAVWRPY
Target sequence (Q13951 whole entry, looked up): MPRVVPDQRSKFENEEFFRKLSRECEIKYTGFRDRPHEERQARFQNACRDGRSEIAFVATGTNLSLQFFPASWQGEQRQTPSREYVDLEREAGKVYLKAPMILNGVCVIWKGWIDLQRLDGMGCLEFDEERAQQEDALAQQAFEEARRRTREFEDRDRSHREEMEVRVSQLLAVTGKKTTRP
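Assay system: Cerulean-Runt domain / Medium: Tris 50 mM pH 7.5, KCl, K2SO4, 0.01% BSA / Timing: protein complex preformed 1 h, compound exposure 1 h, room temperature, dark / Measured by: FRET, excitation 422 nm, emission at 530 and 480 nm / Evaluation: loss of energy transfer signal / Control set: 5 µM unlabeled CBFb as full-inhibition high control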
14-3-3 Bad PPI: inhibitors of 14-3-3 zeta/Bad binding, primary screen, biochemical, TR-FRET, bovine 14-3-3 zeta | 14-3-3 protein zeta/delta (Bos taurus), P63103 | TR-FRET 14-3-3zeta/Dy647-pBad peptide displacement, 1 h | inhibition, % at 21.7 µM | hit rate 0.71% among 220,000 | AID 781, 2007;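 active = inhibition above about 70%, limit read from the data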;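 note: 0% = full 14-3-3 plus peptide FRET controls and 100% = background without 14-3-3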
EBV gp42 block: Epstein-Barr virus gp42 inhibitors, primary screen, biochemical, uHTS, fluorescence polarization; Fluorescence polarization binding assay, mP read-out; inhibition, % (tested at 21.74 µM); Glycoprotein 42 (Epstein-Barr virus (strain AG876)), Q1HVG2; hit rate 0.42% among 220,000; AID 1085, 2008; in the data active = inhibition above about 50%
zVAD death inh: inhibitors of zVAD-triggered necroptosis, primary screen, L929 cells. L929 zVAD necroptosis rescue, ATP luminescence, 24 h; with zVAD 60 µM. viability rescue, % at 10 µM. hit rate 0.38% among 220,000;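 active = activation, scaled between plate controls, above about 75%, limit read from the data; inactive = activation under that limit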;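 note: 0% = zVAD with DMSO and 100% = DMSO alone without zVAD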
p47phox inh: p47phox/p22phox peptide binding inhibitors, primary screen, biochemical, uHTS, NADPH oxidase regulatory subunit | Neutrophil cytosol factor 1 (Homo sapiens), P14598 | fluorescence polarization, 2 h | inhibition, % at 24.7 µM | hit rate 0.53% among 220,000 | AID 1274, 2008;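 active = inhibition above about 30%, limit read from the data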;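 note: 0% = p47phox with labelled peptide and 100% = labelled peptide alone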
Target sequence (P14598 whole entry, looked up): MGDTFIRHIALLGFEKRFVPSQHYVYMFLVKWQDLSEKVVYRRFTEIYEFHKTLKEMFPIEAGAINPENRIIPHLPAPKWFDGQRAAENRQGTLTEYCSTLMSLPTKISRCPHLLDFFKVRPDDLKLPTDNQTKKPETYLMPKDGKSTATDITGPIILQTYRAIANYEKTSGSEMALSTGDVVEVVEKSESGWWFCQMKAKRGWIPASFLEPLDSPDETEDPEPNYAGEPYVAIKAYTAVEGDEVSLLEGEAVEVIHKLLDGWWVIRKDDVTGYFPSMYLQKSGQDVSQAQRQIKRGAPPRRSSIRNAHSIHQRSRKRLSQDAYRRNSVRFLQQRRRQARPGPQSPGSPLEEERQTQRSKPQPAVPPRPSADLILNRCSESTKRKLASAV
TbHK1 inh: Trypanosoma brucei hexokinase 1 inhibitors, primary screen, biochemical, G6PDH-coupled NADH absorbance, MLSCN library; hit rate 0.11% among 220,000; recombinant TbHK1, G6PDH-coupled NADH A340; hexokinase 1 [Trypanosoma brucei]; inhibition, % at 10 µM;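 active = inhibition of 50% or more in the single-dose primary screen; inactive = inhibition below 50%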
Mdm2 ligase inh: MDM2-luciferase reporter signal enhancers, primary screen, MDM2 E3 ligase inhibitor project, cell-based, luminescence, 1536-well. E3 ubiquitin-protein ligase Mdm2 (Homo sapiens), Q00987. cell-based MDM2 ubiquitination luciferase reporter, 2 h; 0 = plate control, 100 = twice control, blank-subtracted. signal enhancement, % at 5 µM. hit rate 0.11% among 210,000. AID 1230, 2008;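 active = signal enhancement of 30% or more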;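 note: luminescence tracks abundance of the self-degrading MDM2-luciferase fusion protein; higher signal means inhibition of MDM2 E3 ligase activity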
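system = mammalian cells stably expressing self-ubiquitinating, self-degrading MDM2 E3–luciferase fusion | quantity = 2000 cells per well seeded | incubation = 4 h cell settling then 2 h compound exposure, 37 °C | signal = SteadyLite luminescence, 15 min reagent step | benchmarks = plate control and blank wells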
Runt-SMMHC FRET: inhibitors of RUNX1 Runt–CBFb-SMMHC binding, primary screen, biochemical, FRET, Cerulean-Runt, Venus-CBFb-SMMHC, uHTS | Runt-related transcription factor 1 (Homo sapiens) + Core-binding factor subunit beta … | Cerulean-Runt/Venus-CBFb-SMMHC FRET ratio 530/480, 1 h | hit rate 0.74% among 220,000 | AID 1434, 2008 | inhibition, % at 20 µM;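 active = mean inhibition across duplicate retests at 20 µM reaching about 50%, limit read from the data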;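 note: 0% = DMSO wells and 100% = wells with excess untagged CBFb-SMMHC; inhibitors lower the FRET ratio by blocking Runt binding to CBFb-SMMHC; some results filed as inactive read as strong as hits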
Hck-Nef inh: inhibitors of Nef-activated human Hck kinase, primary screen, biochemical, Z-Lyte FRET, 384-well, Hck-YEEI. hit rate 0.68% among 220,000. inhibition, % at 20 µM. Tyrosine-protein kinase HCK (Homo sapiens), P08631. Recombinant Hck-YEEI plus Nef, Z-Lyte FRET kinase assay;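 active = Hck-Nef kinase inhibition above about 50%, limit read from the data; inactive = inhibition below that limit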;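 note: 0% = DMSO with Hck plus Nef and 100% = Hck alone without Nef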
Starred values were filed as active, the others as inactive; . = not tested or not shown; [ ] = another dose, or the depositor's remark.

SMILES | Runt-CBFb FRET | 14-3-3 Bad PPI | EBV gp42 block | zVAD death inh | p47phox inh | TbHK1 inh | Mdm2 ligase inh | Runt-SMMHC FRET | Hck-Nef inh
CCC(=O)NCCc1cc2cc(C)c(C)cc2[nH]c1=O | -2 | 14 | 11 | 0.0 | 5 | -12 | -8 | -4 | 1
Cc1n[nH]c(=O)nc1NCc1ccccc1Cl | 1 | 38 | -8 | -0.1 | -9 | 3 | -16 | -4 | -1
CCCc1cc(-c2[nH]ncc2-c2ccc3c(c2)OCCCO3)c(O)cc1O | 2 | -7 | -9 | 0.4 | -30 | -5 | 6 | -4 | 74*
CCOc1cc(/C=C/C(=O)O)ccc1OCCO | -1 | 0 | -9 | -0.1 | -3 | -13 | 2 | 0 | 17
Cc1ccc(O)c(C(CC(=O)NC2CCCCC2)c2ccccc2)c1 (stereo not given) | -1 | -2 | -7 | 0.6 | 3 | -1 | -4 | 3 | 24
Cc1c(NC(=O)CCCN2C(=O)c3cccc4cccc(c34)C2=O)c(=O)n(-c2ccccc2)n1C | 1 | 2 | -5 | -0.2 | -5 | -8 | -2 | 2 | 27
Cc1cc(N2CCN(C)CC2)nc2ccc(NC(=S)N3CCCCCC3)cc12 | 2 | -1 | 2 | 46 | -2 | -9 | 0 | 0 | 0
CCN(CC)Cc1cc(C(=O)O)c(-c2ccccc2)o1 | 2 | 1 | -11 | -0.2 | -6 | -6 | . | -2 | 24
Cc1cc(N=Cc2c(O)n(-c3ccc(C)c(C)c3)c(=O)c3ccccc23)no1 | 8 | 3[fluorescence artefact?] | -27 | -0.5 | -10 | -13 | 0 | 17 | 6
CC(C)(C)NC(=O)C(=O)NNC(=O)C12CC3CC(CC(C3)C1)C2 | 1 | 5 | -9 | -0.1 | -4 | 5 | -19 | 0 | 1
COc1cc(CNCCO)cc(Br)c1OCc1ccccc1 | 0 | 7 | -1 | 1.9 | -23 | 7 | -24 | -2 | 8
CC(Cc1ccccc1)NC(=O)/C=C/c1ccc([N+](=O)[O-])cc1 (stereo not given) | 0 | 3 | -6 | 0.6 | -3 | -29 | -10 | 1 | -1
COc1ccccc1N/N=C/c1c(CO)cnc(C)c1O | -1 | 25[fluorescence artefact?] | -5 | 1.1 | -15 | -14 | -2 | 7 | 3
CCOC(=O)C(NC(=O)c1cccnc1)(Nc1cccc(C)n1)C(F)(F)F (stereo not given) | 0 | -8[fluorescence artefact?] | -7 | 0.2 | -9 | 5 | -11 | 0 | 0
Cc1ccc(S(=O)(=O)Oc2ccc(/C=N/NC(=O)c3nn(C)cc3[N+](=O)[O-])cc2)cc1 | -5 | 1[fluorescence artefact?] | 9 | 0.8 | -7 | -3 | -19 | 2 | 3
CC(C)(C)C(=O)CC(=O)Nc1ccc(Cl)c(N)c1 | -1 | -6 | -12 | -0.1 | -10 | -3 | -18 | -4 | -1
CCSc1nnc(NC(=O)CN(C)S(=O)(=O)c2ccc(F)cc2)s1 | -1 | 12 | -27 | 2.4 | 2 | -3 | -26 | 1 | -1
COC(=O)c1ccc(C(=O)N(CCN(C)C)c2nc3c(Cl)cccc3s2)cc1 | 2 | -12 | -9 | 0.6 | -10 | 0 | -1 | -5 | 18
CCc1ccc(OCCCC(=O)O)c(Br)c1 | 1 | 1 | -11 | -0.1 | 1 | 4 | 21 | 1 | 1
O=C(Nc1ccccc1C(=O)NCc1ccco1)NC1CCCCC1 | 1 | -10 | -16 | 0.4 | -5 | 21 | 0 | 5 | 2
CCc1cccc(NC(=O)CCSCCC(=O)Nc2cccc(CC)c2)c1 | 1 | 3 | -3 | 0.5 | -13 | -5 | -26 | -1 | 1
COc1cccc(CN(C)C(=O)c2cccnc2SC)c1OC | 0 | -7 | -7 | 2.5 | 2 | 0 | 2 | 1 | -5
COc1ccc(CNC(=O)C2CC(=O)N(c3ccc(OCC(=O)N4CCCCC4)cc3)C2)cc1 (stereo not given) | 1 | -18 | 0 | 0.1 | -1 | -6 | -1 | -5 | -1
COc1ccc(C(=O)Nc2ccc(C(=O)Nc3nccs3)cc2)cc1[N+](=O)[O-] | -1 | 28[fluorescence artefact?] | -22 | 0.7 | 4 | -26 | -8 | -10 | 2
Cc1ccc(NC(=S)NNc2ccc([N+](=O)[O-])cc2S(=O)(=O)Nc2ccccc2C(=O)O)cc1C | 30 | 0[fluorescence artefact?] | 9 | 0.0 | 8 | 7 | -4 | 22 | 28
(cont.)
SMILES | Runt-CBFb FRET | 14-3-3 Bad PPI | EBV gp42 block | zVAD death inh | p47phox inh | TbHK1 inh | Mdm2 ligase inh | Runt-SMMHC FRET | Hck-Nef inh
Cc1ccsc1/C=C(\C#N)C(=O)NC1CCS(=O)(=O)C1 (stereo not given) | -1 | -7 | -3 | 0.2 | 3 | -41 | -7 | 0 | 31
COc1ccccc1Nc1nc(N)nc(CSC(=S)N2CCN(c3ccccc3)CC2)n1 | 2 | -2 | 6 | -0.3 | -9 | -14 | -9 | 0 | 17
O=C(NCC1(c2ccccc2)CCCC1)C(=O)NCC1(c2ccccc2)CCCC1 | 0 | 5 | -28 | -0.8 | 0 | -1 | . | 4 | 4
O=C(NNC(=O)C1CC1c1ccccc1)c1ccccc1[N+](=O)[O-] (stereo not given) | 0 | -3 | -4 | . | -10 | -1 | -4 | 1 | -8
Cc1cc(C)n(/N=C/c2ccc(O)cc2)c(=O)c1C#N | -2 | -10 | -7 | 2.5 | 0 | -51 | 6 | 4 | 13
COc1ccccc1C(=O)N1CCN(c2cccc(C(F)(F)F)c2)CC1 | -6 | -11 | -3 | 0.9 | 0 | 3 | -13 | -1 | 1
CC(OCCN1CCCC1)(c1ccc(F)cc1)c1ccc(F)cc1 | -4 | -13[fluorescence artefact?] | 5 | -0.1 | 0 | 7 | -6 | 2 | 0
Cc1ccccc1OCC(=O)N1CCCc2ccccc21 | -3 | -15 | -19 | 0.0 | -12 | 32 | -4 | 5 | 4
CC(C)OCCCNC(=O)C(=O)NCCCOC(C)C | 3 | -3[fluorescence artefact?] | 6 | 0.0 | -10 | -3 | -19 | 5 | 1
COC(=O)[C@H](Cc1ccccc1)NC(=O)N1CC(C)OC(C)C1 (stereo not given in full) | -1 | -3 | -18 | -0.1 | 1 | -2 | -10 | 3 | 1
O=C(O)/C=C\C(=O)NNC(=O)c1cc(-c2ccccc2)n[nH]1 | 6 | 45 | -6 | 0.4 | -2 | -15 | -13 | 3 | 9
Cc1cc2ccccc2c(=O)n1CC(=O)Nc1ccc2c(c1)OCO2 | -1 | 13[fluorescence artefact?] | -13 | 0.0 | -4 | -5 | 6 | -2 | -6
COc1cccc(OCc2nc(-c3ccc(Br)o3)no2)c1 | -2 | 1 | 0 | 0.9 | -3 | 1 | -1 | -3 | 18
Cn1c(Cl)c(C(=O)Nc2ccccc2)c2ccccc21 | 0 | 0 | -11 | 0.7 | -11 | 5 | -20 | -1 | 0
CC(=Nc1ccccc1)Nc1ccccc1 | 2 | 7 | -4 | 0.0 | -2 | -1 | -17 | 0 | -4
Cc1cc(NC(=O)CSc2nc3sc4c(c3c(=O)n2C)CCCC4)no1 | 1 | 44[fluorescence artefact?] | -35 | -0.2 | 7 | -9 | 5 | 3 | 4
O=C(NC1=NCCS1)c1ccccc1OCc1ccc(F)cc1 | 2 | 7 | -3 | -0.6 | 1 | 7 | -17 | 0 | 13
CCCCCC/C=C/c1ccc(OC)c([C@H]2[C@H]3C=CC[C@@H](C)[C@@H]3C(=O)N2Cc2ccccc2)c1 | 2 | -3 | -12 | 0.1 | -16 | 6 | 0 | 2 | 25
O=C(NCCN1C(=O)CSC1=O)c1ccccc1 | 2 | 10 | -8 | 0.1 | -17 | 5 | 4 | -3 | 1
COc1ccc(C(=O)Cc2nnc(C)s2)c(OC)c1 | 1 | -5 | 0 | -0.3 | -11 | -12 | 2 | 2 | -3
Nc1nccc(/C=C/c2c(F)cccc2Cl)n1 | 11 | -11 | 0 | -2.3 | 3 | -17 | -14 | 17 | 32
Cc1cc(NC(=O)CN2C(=O)NC3(CCC(C)CC3)C2=O)no1 (stereo not given) | 0 | -3[fluorescence artefact?] | -2 | -0.7 | 0 | 4 | 0 | 1 | -1
COc1ccc(-c2nnc(NC(=O)C(C)C)o2)cc1 | 4 | 0 | -11 | 1.0 | 2 | -4 | -14 | 4 | 2
Cc1c(/C(O)=C2/C(=O)C(=O)N(CCN3CCOCC3)C2c2ccccn2)cnn1-c1ccccc1 (stereo not given) | 12 | -6 | 6 | -0.6 | -15 | -9 | -53 | 18 | -18
COc1cc(/C=C2\C(C)=C(C#N)c3nc(N)c(C#N)c(C)c32)ccc1OCC(=O)O | 4 | 2 | -1 | 0.6 | -20 | -20 | -20 | -10 | 10
Going on with the list:
SMILES | Runt-CBFb FRET | 14-3-3 Bad PPI | EBV gp42 block | zVAD death inh | p47phox inh | TbHK1 inh | Mdm2 ligase inh | Runt-SMMHC FRET | Hck-Nef inh
S=c1[nH]nc(CSc2nc3ccccc3s2)n1Cc1ccccc1 | 2 | -4 | 19 | 0.3 | -8 | 1 | -9 | 4 | -2
COc1ccc(C2c3ccsc3CCN2C(C)=O)cc1 (stereo not given) | 1 | -3 | -7 | -0.9 | -1 | -3 | -8 | 1 | 1
O=C(N1CCCC1)C12CC3CC(C1)CC(C(=O)N1CCCC1)(C3)C2 | 1 | -4 | -7 | 6.2 | 2 | 1 | -4 | -3 | -8
CCSCc1nnc(SCC(=O)Nc2cccc(SC)c2)n1C | 2 | 12 | 1 | -0.1 | 5 | 6 | 2 | -1 | 2
Cc1ccc(CNC(=O)Cn2cncn2)cc1 | 0 | -9 | 0 | -0.2 | -14 | 0 | -7 | 3 | 0
Cc1nc(-c2ccccc2)nc2[nH]c(C(C)C)cc(=O)c12 | 2 | 13 | -12 | -0.5 | -13 | 1 | -15 | 6 | 12
CCOc1ccc(C(=O)NCC(=O)Nc2ccc(N3CCOCC3)cc2)cc1OCC | -1 | -17 | -6 | 2.4 | -8 | 1 | -13 | 2 | 30
CCN1/C(=C/c2ccc3ccc(C)cc3[n+]2CC)Sc2ccccc21 | -14 | -8[fluorescence artefact?] | -73 | 4.5 | -50 | 9 | -10 | -22 | 5
